# Assay outcomes: PubChem BioAssay, several laboratories
# rCAG binder – r(CAG) repeat RNA binding | inhibition, % at 3 µM | AID 651821 | TO-PRO-1 dye displacement fluorescence | 370,000 tested, 1.3% active;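 active = inhibition above the plate cutoff, the mean of all test compounds on that plate plus 3 SD, cut at about 35% in these data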;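 also: 0% = DMSO alone and 100% = 100 µM mitoxantrone as full dye displacement; higher means more dye released from RNA so lower well fluorescence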
# GC-A act – GC-A (human) enzyme activation | P16066 | HEK293 GC-A cells, cGMP TR-FRET, EC30 ANP; 0% at EC30 ANP, 100% saturating ANP | activation, % at 10 µM | 370,000 tested, 0.14% active | AID 1671463; in the data active = activation above about 40%
# Target sequence (P16066 whole entry, looked up): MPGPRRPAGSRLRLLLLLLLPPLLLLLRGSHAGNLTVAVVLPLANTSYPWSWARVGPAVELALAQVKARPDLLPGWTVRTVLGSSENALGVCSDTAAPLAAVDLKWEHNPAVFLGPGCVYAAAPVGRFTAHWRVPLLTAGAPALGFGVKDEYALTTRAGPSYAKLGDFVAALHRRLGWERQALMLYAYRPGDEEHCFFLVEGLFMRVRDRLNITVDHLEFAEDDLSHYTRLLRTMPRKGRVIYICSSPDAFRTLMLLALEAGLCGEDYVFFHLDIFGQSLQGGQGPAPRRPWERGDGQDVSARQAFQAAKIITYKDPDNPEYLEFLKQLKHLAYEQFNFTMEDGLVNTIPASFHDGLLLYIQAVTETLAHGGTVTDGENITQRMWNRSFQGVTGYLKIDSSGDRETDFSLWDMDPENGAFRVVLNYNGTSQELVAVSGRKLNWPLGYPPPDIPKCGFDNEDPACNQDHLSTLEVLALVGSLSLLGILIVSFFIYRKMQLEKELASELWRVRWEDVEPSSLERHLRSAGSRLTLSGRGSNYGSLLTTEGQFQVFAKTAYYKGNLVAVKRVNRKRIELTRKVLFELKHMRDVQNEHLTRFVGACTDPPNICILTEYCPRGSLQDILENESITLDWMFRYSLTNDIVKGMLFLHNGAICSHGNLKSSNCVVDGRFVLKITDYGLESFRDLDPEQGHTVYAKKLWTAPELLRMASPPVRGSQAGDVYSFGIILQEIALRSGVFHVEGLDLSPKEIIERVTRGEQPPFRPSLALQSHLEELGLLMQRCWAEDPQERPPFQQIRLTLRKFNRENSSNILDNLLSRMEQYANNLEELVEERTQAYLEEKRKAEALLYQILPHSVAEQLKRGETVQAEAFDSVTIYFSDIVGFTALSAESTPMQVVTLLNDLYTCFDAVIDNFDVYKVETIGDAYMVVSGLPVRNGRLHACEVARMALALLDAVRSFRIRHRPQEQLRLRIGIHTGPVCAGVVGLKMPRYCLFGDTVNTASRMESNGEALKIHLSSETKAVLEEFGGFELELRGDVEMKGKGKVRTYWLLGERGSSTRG
# Tn6 DDE FP – inhibitors of Tn6 peptide binding to human fibrin DD(E); Fibrin DD(E) TRITC-Tn6 fluorescence polarization displacement; inhibition, % at 8.3 µM; 370,000 tested, 0.21% active; AID 720509;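 active = inhibition above a per-campaign cutoff: mean of compounds within control limits plus 3 SD, cut at about 15% in these data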;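 also: 0% = median of all compound wells on the plate and 100% = blocking peptide control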
# ASAP1 inh – inhibitors of human ASAP1 ArfGAP activity; AID 624377; ASAP1-stimulated ARF1 GTP hydrolysis, GDP FP detection; 360,000 tested, 0.19% active; Q9ULH1; inhibition, % at 16.5 µM; in the data active = inhibition above about 25%;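 also: 0% = vehicle with enzyme and substrate and 100% = no enzyme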
# HGIII-sPLA2 inh – Blocks human group III sPLA2 activity | inhibition, % at 12.2 µM | QFRET BODIPY PC-A2 liposome hydrolysis, fluorescence | 370,000 tested, 0.56% active | Q9NZ20;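 active = inhibition above mean plus 3 SD of compounds lying within the high and low control bounds, cut at about 19% in these data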;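 also: 0% = median of test compound wells and 100% = no enzyme DMSO wells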
# ARFGAP1 inh – inhibits rat ARF GTPase activating protein 1; Q62848; Arfgap1-stimulated ARF1 GTP hydrolysis, GDP FP detection; inhibition, % at 16.5 µM; 360,000 tested, 0.26% active; AID 651572;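 active = inhibition above a per-plate limit, mean inhibition of low control wells plus 3 SD, cut at about 25% in these data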;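 also: 0% = DMSO wells with enzyme and 100% = wells lacking Arfgap1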
#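 Material – truncated rat Arfgap1 GAP domain · Buffer or medium – HEPES-based buffer, pH 7.5 · Reagent – human ARF1(Δ1-17)-GTP substrate · Dosing – 16.5 µM single point, 1.26% DMSO · Schedule – GTP hydrolysis reaction 2 h at 25 °C · Technique – GDP detection by fluorescence polarization · Benchmarks – No-Arfgap1 wells (100%) versus DMSO full-reaction wells (0%) · Repeats – single replicate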
# ADAM10 inh – inhibits human ADAM10. O14672. recombinant ADAM10, EDANS/DABCYL FRET peptide cleavage, 3 h. inhibition, % at 7 µM. 370,000 tested, 0.62% active;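 active = inhibition above a per-campaign cutoff equal to the mean of compounds falling between control-based bounds plus 3 SD, cut at about 20% in these data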;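 also: 0% = DMSO wells while the 100% control is not disclosed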
# NPR2 activator – GC-B (human) receptor activation | P20594 | HEK293-GC-B cells, CNP EC30, cGMP TR-FRET; 0% at EC30 CNP, 100% saturating CNP | activation, % at 10 µM | 370,000 tested, 0.11% active | AID 1920062;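 active = activation at 10 µM reaching about 35% in either raw or pattern-adjusted values, limit read from the data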
# GAA850 FXN act – increases GAA850 frataxin promoter reporter activity; HEK293 lucGAA850 FXN promoter luciferase reporter, 24 h; percent of 10 µM SAHA response; activation, % at 6 µM; 360,000 tested, 0.56% active;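 active = activation above the average of all compounds screened plus 3 SD, cutoff fixed separately per campaign, cut at about 7.5% in these data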;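 also: 0% = DMSO wells and 100% = 10 µM SAHA wells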
# KLK7 zymogen act – activators of human kallikrein-7 zymogen; activation, % at 7 µM; purified proKLK7, EDANS-DABCYL substrate fluorescence; 100% is mature enzyme control, 0% vehicle; 370,000 tested, 0.9% active; P49862; AID 652039;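 active = activation above the mean of all tested compounds plus 3 SD, computed per campaign excluding outliers beyond control limits, cut at about 13% in these data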
# An asterisk follows results filed as active; i = inactive; / = not tested or not shown.
SMILES,rCAG binder,GC-A act,Tn6 DDE FP,ASAP1 inh,HGIII-sPLA2 inh,ARFGAP1 inh,ADAM10 inh,NPR2 activator,GAA850 FXN act,KLK7 zymogen act
C[C@H]1COC(=O)[C@H](CC(=O)OC(C)(C)C)C/C=C\C[C@@H](CC(=O)N[C@@H](CO)Cc2ccccc2)C(=O)N1,-6.5,-0.2,-3.3,-5.1,-5.8,19.7,2.0,7.2,-0.3,0.6
COc1ccccc1NC(=O)CCS(=O)(=O)c1cc2c(cc1Cl)NC(=O)CO2,6.1,3.0,2.0,-8.4,-0.1,4.3,2.4,-3.0,0.6,0.2
COCOc1ccc(-c2ncc(OCCN3CCCC3=O)nc2NC(=O)c2cc3ccccc3s2)cc1,5.2,1.4,11.3,-5.3,-5.4,-2.5,-9.1,-2.2,-1.1,-0.8
CCCC(=O)N1c2ccccc2[C@@H](N(C(C)=O)c2ccccc2)C[C@H]1C,-3.8,-11.8,-0.6,-7.4,-0.5,8.4,-4.1,-6.7,-2.1,0.7
Cn1nc(C(=O)NCCCN2CCCCC2)c2c1-c1ccccc1SC2,3.3,-0.8,1.5,-2.3,1.7,5.2,3.2,-5.6,1.0,-0.4
C[C@@H]1CN([C@H](C)CO)C(=O)CCCn2cc(nn2)CO[C@H]1CN(C)C(=O)Nc1ccnc(N2CCOCC2)c1,2.6,2.1,5.2,2.6,1.7,-1.1,3.2,5.1,-1.2,0.0
COC(=O)[C@H](C)N1C/C=C\COc2c(Cl)cc(Cl)cc2S1(=O)=O,2.4,-1.1,-0.4,-13.9,-4.9,-1.2,-4.0,0.1,-0.1,-0.2
COc1ccc(NC(=O)c2cc(Br)c(Br)s2)cn1,6.9,2.0,-5.5,-7.6,-11.9,3.1,1.3,0.4,3.3,-0.2
O=C(CSc1ccc(Cl)cc1)NCc1ccco1,-2.6,1.6,4.1,-7.7,-0.2,-3.5,-12.3,2.5,3.3,-0.1
CC1(C)Nc2ccccc2C(=O)N1c1ccccc1,0.5,-2.9,-8.7,8.6,4.8,-1.8,-40.9,0.9,2.1,1.2
Cc1c([C@H]2[C@@H](CC#N)C2(C)C)c2ccccc2n1C,-0.7,-3.3,3.2,-12.4,-0.5,-4.1,-13.8,-7.1,-0.9,-0.1
CCCCN(C)C(=O)c1nc2ccccn2c1CNCCCn1nnc2ccccc21,-6.3,-4.7,5.7,-9.4,-2.6,8.9,1.6,-2.4,0.5,0.2
O=C(NCc1ccccn1)Nc1cccc(NC(=O)NCc2ccccn2)c1,-1.5,-0.1,4.9,3.1,0.6,-7.1,5.1,3.2,1.5,-0.1
C#CCN(C[C@@H]1[C@@H](OC(=O)NCc2ccccc2F)[C@@H](OC(=O)NCc2ccccc2F)Cn2c(=O)n(CCCCCC)c(=O)n21)S(=O)(=O)c1ccc(C)cc1,17.9,6.0,-0.6,-1.9,-14.6,0.8,0.3,2.4,-0.1,0.5
COc1ccccc1N=C(C)C1=C(O)CC(c2ccccc2)CC1=O (stereo not drawn),-1.3,-9.8,1.7,11.9,2.3,-3.0,0.6,-0.8,-0.7,0.7
O=C(CN1CCN(Cc2ccc(F)cc2Cl)C1=O)NCCc1ccc(Cl)cc1,-5.9,-2.5,-2.3,11.3,7.1,-4.5,-6.9,-8.3,1.4,0.5
O=C(O)c1ccccc1OCc1ccccc1Br,-5.1,4.3,2.5,-3.3,-0.9,8.3,-6.2,-0.4,0.8,-0.5
O=C1CC2CS(=O)(=O)CC2N1c1ccc(Cl)cc1Cl (stereo not drawn),-0.9,-2.8,-3.1,-14.1,-1.1,0.5,-8.8,2.7,0.5,0.1
CC1CN(S(=O)(=O)c2ccc(C(=O)NCCCn3ccnc3)cc2)CC(C)O1 (stereo not drawn),7.1,0.4,-6.0,5.4,2.2,-4.7,-3.8,-1.9,0.7,-0.4
COc1ccc(-n2nnnc2SCC(=O)Nc2ccccc2N2CCOCC2)cc1,-3.9,0.0,-2.2,-14.2,1.4,-7.9,-5.9,4.0,1.2,-0.1
COc1ccc(NC(=O)CC2CC3CCC2C3)cc1S(=O)(=O)N1CCOCC1 (stereo not drawn),1.2,-0.9,10.7,-11.7,11.9,-7.1,-8.7,-9.2,0.7,-0.2
Cc1ccc(C(=O)N/C(=C/c2ccco2)C(=O)NCc2ccco2)cc1,14.3,-1.9,9.2,1.9,4.8,-1.7,-9.5,1.0,1.2,0.6
COCOCCn1cc(CN2CCS(=O)(=O)N(Cc3ccc(-c4ccc(OC)cc4)cc3)C(C)C2=O)nn1 (stereo not drawn),9.7,4.9,-5.3,-0.4,-14.1,2.8,7.5,-8.0,-0.3,1.1
COc1ccc(N2CCN(C(=O)Nc3ccc(S(=O)(=O)N(C)C)cc3)CC2)cc1,-5.0,0.8,-1.1,5.3,3.2,20.7,-0.2,-1.1,-1.2,0.1
CCCCC(CCc1ccccn1)C(=O)c1ccccc1 (stereo not drawn),-1.9,-7.9,4.1,-10.5,-4.3,-5.6,2.6,-2.6,3.0,-0.2

# More results follow.
SMILES,rCAG binder,GC-A act,Tn6 DDE FP,ASAP1 inh,HGIII-sPLA2 inh,ARFGAP1 inh,ADAM10 inh,NPR2 activator,GAA850 FXN act,KLK7 zymogen act
CN(CC(=O)NCCCc1ccccc1)S(=O)(=O)c1ccc(Br)cc1,-5.5,2.1,2.2,8.9,-9.2,-1.4,4.1,9.3,0.8,-0.2
Cc1cccc(NC(=O)NNC(=O)c2sccc2-n2cccc2)c1,5.2,5.0,-4.4,10.4,-12.1,-3.0,3.2,2.4,1.8,-0.4
CCCC[C@H]1COCCS(=O)(=O)N1Cc1ccccc1F,-7.1,-4.7,1.6,13.5,1.8,-3.1,-1.8,-1.1,0.8,-0.2
COc1ccc(S(=O)(=O)NCCCCNS(=O)(=O)c2ccc(OC)cc2)cc1,0.0,-5.5,-5.6,0.0,-27.5,-5.6,3.7,4.2,-1.2,0.3
Cc1ccc2c(c1)N(CCC(=O)NCc1ccc3c(c1)OCO3)C(=O)CO2,-0.5,-8.9,-6.4,-10.8,6.7,-6.8,-9.6,-3.2,0.1,-0.2
O=c1[nH]c(CSc2nc(-c3ccc(F)cc3)cs2)nc2ccccc12,-0.2,3.5,1.4,2.9,0.1,2.6,-0.9,-4.5,-1.1,0.7
COC(=O)[C@H](Cc1ccccc1)NC(=O)CC[C@H]1O[C@@H](n2ccc(=O)[nH]c2=O)[C@H](O)[C@@H]1O,2.2,3.3,5.0,4.2,8.1,5.5,-9.2,2.3,/,-0.6
CC(=O)Nc1cc2c3c(c1)CC(=O)N3CCC2,1.8,-0.2,-3.0,-11.7,2.1,3.7,-3.4,2.2,0.9,-0.1
O=C(O)c1ccccc1C(=O)NNc1ccc(F)cc1,7.4,0.0,-1.6,4.5,1.8,-1.1,10.2,0.8,-2.2,0.1
CC1(C)CC(=O)C2=C(C1)NC(=O)CC2C(=O)NCc1ccc(F)cc1 (stereo not drawn),-0.9,1.8,-3.3,1.8,3.7,9.3,4.9,0.4,/,0.5
CSc1nc2nccc(/C=C\c3ccccc3)n2n1,4.8,0.3,-6.0,0.0,-10.7,-5.5,-10.3,-0.9,-0.5,-0.1
Clc1ccc(Cl)c(-c2nn3c(Cn4cnc5ccccc54)nnc3s2)c1,1.3,-30.0,-2.1,2.5,3.5,1.8,-0.5,-6.7,1.6,0.3
Cc1cc(C)c2c(-n3cccc3)c(C(=O)NNS(=O)(=O)c3ccccc3)sc2n1,16.6,-0.6,2.3,-4.2,-32.7,4.5,-2.5,-1.8,1.5,-0.2
Cc1noc(C(F)(F)F)c1C(=O)NNC(=O)c1cccc(C(F)(F)F)c1,3.6,-2.7,1.7,4.8,-9.7,2.2,8.9,0.7,-1.0,0.2
CCN(CC)C(=O)CC[C@H]1CC[C@]2(CCCN(C(=O)c3ccccc3)C2)O1,2.9,4.6,0.5,/,17.9,/,-13.7,-4.5,/,0.1
Cc1noc2ncnc(N3CCN(c4cccc(Cl)c4)CC3)c12,-0.7,-8.6,2.3,3.5,5.8,-6.5,4.6,-4.0,0.9,1.0
CCC1(c2ccc(F)cc2)NC(=O)N(CC(=O)N2CCN(S(=O)(=O)c3ccc(C)cc3)CC2)C1=O (stereo not drawn),-2.4,0.3,-6.0,6.7,-15.7,-3.3,0.8,2.0,0.4,0.6
CC(=O)NC12CC3CC(C1)CC(C(=O)Nc1nc4ccc(S(C)(=O)=O)cc4s1)(C3)C2,1.7,-0.6,-5.2,7.3,-6.6,-1.9,-4.1,3.5,-0.2,-0.1
C=CCn1c(SCc2ccc3nonc3c2)nnc1-c1cccs1,-4.1,-8.6,4.7,-5.4,-1.2,3.9,-2.3,-14.9,1.7,-0.1
COCCn1c(N)c(C(=O)OCc2ccccc2)c2nc3ccccc3nc21,4.4,15.3,-10.0,4.5,-18.0,7.5,i,-0.6,-3.3,6.3
Nc1cc(=O)[nH]c(SCc2nc3ccccc3n2Cc2ccccc2)n1,-18.0,-0.7,-5.5,-7.2,-5.7,10.5,1.1,-10.5,1.6,-1.4
Cc1cc(C(=O)NP(=O)(N2CCOCC2)N2CCOCC2)c(C)n1-c1ccc(N(C)C)cc1,-6.5,-9.6,2.6,-12.1,-4.5,-1.7,-1.2,-3.9,1.3,0.3
COc1ccc(-c2c(C#Cc3ccsc3)c3cc(-c4ccc5cc[nH]c5c4)ccc3n2C)cc1,13.6,1.4,0.7,13.7,-0.7,-1.6,-28.9,0.6,-1.0,-0.1
O=C(O)c1ccc(-c2noc(-c3ccccc3C(F)(F)F)n2)cc1,4.9,3.6,6.4,3.4,0.5,-11.7,-2.0,4.5,3.9,0.3
CCOc1ccccc1NC(=O)CN1CCC(NC(=O)c2ccccc2)CC1,-5.2,-5.1,6.9,-2.4,1.3,4.8,6.7,-4.6,3.6,-0.4

# 3 entries from above, arranged by the number in NPR2 activator, highest first.
Compound	GC-A act	Tn6 DDE FP	ASAP1 inh	HGIII-sPLA2 inh	ARFGAP1 inh	ADAM10 inh	NPR2 activator	KLK7 zymogen act
CN(CC(=O)NCCCc1ccccc1)S(=O)(=O)c1ccc(Br)cc1	2.1	2.2	8.9	-9.2	-1.4	4.1	9.3	-0.2
COc1ccc(S(=O)(=O)NCCCCNS(=O)(=O)c2ccc(OC)cc2)cc1	-5.5	-5.6	0.0	-27.5	-5.6	3.7	4.2	0.3
Cc1ccc2c(c1)N(CCC(=O)NCc1ccc3c(c1)OCO3)C(=O)CO2	-8.9	-6.4	-10.8	6.7	-6.8	-9.6	-3.2	-0.2

# Some entries already given, limited to GAA850 FXN act, ASAP1 inh and ADAM10 inh:
SMILES	GAA850 FXN act	ASAP1 inh	ADAM10 inh
C=CCn1c(SCc2ccc3nonc3c2)nnc1-c1cccs1	1.7	-5.4	-2.3
COCCn1c(N)c(C(=O)OCc2ccccc2)c2nc3ccccc3nc21	-3.3	4.5	i
